GlmU inhibition – inhibition of mycobacterial GlmU enzyme – biochemical, glucosamine-1-phosphate acetyltransferase (AID 1376); M. tuberculosis GlmU acetyltransferase enzyme assay; higher % means a stronger effect; inhibition, %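 (tested at 30 µM in the primary screen)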; hits with a dose series show IC50 in µM; 0.25% of 220,000 active; in the data active means inhibition above about 13%;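 further: 0% = complete reaction with vehicle and 100% = reaction without substrate; strong numbers were not always called active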
Mtb RmlCD inh – blocks M. tuberculosis RmlC and RmlD coupled enzymes; RmlC+RmlD coupled enzyme assay, percent inhibition; primary screen in compound mixtures; inhibition, % at 3.6 µM; 0.03% of 160,000 active; in the data active means inhibition mostly above about 34%, no sharp cut-off; further: some results filed as inactive read as strong as hits
Target sequence (P9WH09 whole entry, looked up): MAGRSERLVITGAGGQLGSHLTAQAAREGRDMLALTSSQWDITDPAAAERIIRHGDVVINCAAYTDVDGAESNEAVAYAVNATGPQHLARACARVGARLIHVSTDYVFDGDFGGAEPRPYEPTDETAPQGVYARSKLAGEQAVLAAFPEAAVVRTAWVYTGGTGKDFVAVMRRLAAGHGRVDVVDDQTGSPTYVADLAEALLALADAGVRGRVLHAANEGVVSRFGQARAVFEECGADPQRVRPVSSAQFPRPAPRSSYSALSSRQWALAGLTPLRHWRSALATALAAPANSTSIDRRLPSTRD
Target sequence (P9WH11 whole entry, looked up): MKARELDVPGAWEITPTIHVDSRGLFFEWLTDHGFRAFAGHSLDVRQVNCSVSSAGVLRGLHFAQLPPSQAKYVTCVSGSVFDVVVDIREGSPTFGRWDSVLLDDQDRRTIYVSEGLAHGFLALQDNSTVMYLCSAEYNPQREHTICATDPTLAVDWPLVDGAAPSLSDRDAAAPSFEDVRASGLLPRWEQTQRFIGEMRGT
Numbers without * were called inactive; . = not tested or not shown. Only part of the results is shown; count on the stated rates, not on these rows.

cpd	SMILES	GlmU inhibition	Mtb RmlCD inh
1	COCCOC(=O)c1c(C)oc2ccc(OC(=O)c3ccc4c(c3)OCO4)cc12	-4.1%	-4
2	CCN1CCCC1CNC(=O)c1ccc(CS(=O)(=O)c2ccccc2C)o1 (stereo unspecified)	-0.4%	.
3	O=c1c(-c2ccc(Br)cc2)coc2c(CN3CCOCC3)c(O)ccc12	1.7%	.
4	Cc1cc(C(=O)COc2ccc3ccc(=O)oc3c2)c(C)n1Cc1cccs1	0.7%	12
5	CC(=O)O[C@H]1C(=O)[C@]2(C)[C@H]([C@H](OC(=O)c3ccccc3)[C@]3(O)C[C@H](OC(=O)[C@H](O)[C@@H](NC(=O)c4ccccc4)c4ccccc4)C(C)=C1C3(C)C)[C@]1(OC(C)=O)CO[C@@H]1C[C@@H]2O	-0.7%	.
6	CC1(C)CC(N2CCN(Cc3ccccc3)CC2)=CC(=[N+]2CCCCC2)C1	-0.6%	.
7	Cc1ccc(NC(=O)c2cnccn2)cc1S(=O)(=O)N(C)C	2.9%	-18
8	Cc1ccc(-c2nnc(-c3ccc(NC(=O)Cc4cccs4)cc3)o2)cc1	-0.7%	.
9	O=C(Nc1cccc2oc(=O)ccc12)c1ccc([N+](=O)[O-])cc1[N+](=O)[O-]	2.0%	-11
10	O=C(CCN1CCN(c2ccccn2)CC1)Nc1ccc(F)cc1	4.0%	11
11	CCOC(=O)C(C)Sc1ccc2nnc(CCNS(=O)(=O)c3ccc(C)cc3)n2n1 (stereo unspecified)	-8.7%	.
12	Cc1ccc(OCc2ccc(C(=O)Nc3c(C)nn(Cc4c(F)c(F)c(F)c(F)c4F)c3C)o2)c([N+](=O)[O-])c1	-2.2%	-3
13	O=P(O)(CCc1ccccn1)CN1CCCCC1	4.2%	6
14	O=C(CN1CCCCC1)c1ccc(F)cc1	0.6%	93
15	Cn1ncc(C(=O)Nc2ccc(Cl)cc2)c1C(F)(F)F	2.1%	0
16	C=C(C)C(=O)OCC(=O)NCc1ccccc1	4.7%	-8
17	CCOC(=O)c1ccc(NC(=S)N2CCN(CCN=CC3=C(O)CC(c4ccccc4)CC3=O)CC2)cc1 (stereo unspecified)	2.3%	-3
18	CC(C)(C)Sc1ccc(/C=N/O)cc1[N+](=O)[O-]	-6.3%	3
19	Cc1nn(-c2cc(C)c3ccccc3n2)c2c1CCC2	5.5%	.
20	CCCn1c(SCC(=O)N2N=C3/C(=C/c4ccc(OC)cc4)CCCC3C2c2ccc(OC)cc2)n[nH]c1=O (stereo unspecified)	0.1%	-1
21	CCOC(=O)CN(C(=O)CSc1nnc2c(n1)[nH]c1ccc(F)cc12)c1ccccc1	-1.7%	.
22	CC(C)C(=O)Nc1ccc(NC(=S)NC(=O)c2ccc([N+](=O)[O-])cc2)cc1	3.5%	.
23	C=CCn1c(SCC(=O)c2ccc(NS(=O)(=O)c3ccccc3)cc2)nnc1-c1cccs1	6.4%	.
24	COCCN(C(=O)CSc1nnc(-c2cccc(OC)c2)n1C)c1c(N)n(Cc2ccccc2)c(=O)[nH]c1=O	-2.1%	2
25	O=c1sc2ccccc2n1COc1ccccc1	3.1%	.
26	CC(=O)N1N=C(C)CC1c1ccc(OCc2ccccc2)cc1 (stereo unspecified)	0.3%	2
27	CC(C)c1ccc(O)c(CN2CCN(c3ccccc3)CC2)c1	0.2%	.
28	O=C(COc1ccc2ccccc2c1Br)Nc1ncn[nH]1	-2.2%	23
29	O=C(Nc1ccc(Cl)cn1)c1ccc(COCC(F)(F)C(F)F)o1	4.7%	6
30	Cc1cc(Br)ccc1NC(=O)c1ccccc1-c1ccccc1	-6.2%	10

Remaining list, next part:
cpd	SMILES	GlmU inhibition	Mtb RmlCD inh
31	COc1cc2nc(C)sc2cc1SC	4.0%	.
32	CCN(Cc1ccccc1)C(=O)Cn1c(=O)n(CC(=O)NCc2ccco2)c(=O)c2sccc21	-2.7%	.
33	O=C(OCCN1C(=O)c2ccccc2C1=O)C1CCN(S(=O)(=O)c2cccs2)CC1	3.9%	11
34	COc1cc(C2Nc3ccccc3C(=O)N2c2ccc(Cl)cc2)c(Cl)cc1OCC(=O)O (stereo unspecified)	4.1%	-10
35	O=C(O)/C=C/c1ccc(S(=O)(=O)Nc2ccc(C(=O)NCC(=O)O)cc2)cc1	1.7%	6
36	Cc1cccc(Nc2ccccc2C(=O)OCC(=O)N(C)C2CCS(=O)(=O)C2)c1C (stereo unspecified)	4.9%	-5
37	CCc1ccc2nc3sc(C(=O)Nc4nnc(CC)s4)c(N)c3cc2c1	4.1%	16
38	CC(=O)Nc1ccc(Sc2ncccc2C(=O)Nc2cc(Cl)cc(Cl)c2)cn1	0.2%	.
39	CN(C)S(=O)(=O)c1ccc(NC(=O)CSc2nc3ccccc3n2-c2ccccc2)cc1	5.6%	.
40	CC/C(=N\NC(=O)CSCc1ccccc1Br)c1ccc2c(c1)OCCO2	0.5%	0
41	CC(=O)Nc1ccc2nc(N)sc2c1	0.3%	.
42	CCOc1cc(C2C(C#N)=C(N)Oc3n[nH]c(C)c32)ccc1OCCN1CCOCC1 (stereo unspecified)	-0.2%	-7
43	O=C(NCCc1ccccc1)C(=O)N/N=C/c1ccc2c(c1)OCO2	4.0%	.
44	COc1cc(C2Nc3cccc4cccc(c34)N2)ccc1OC(C)=O	3.2%	.
45	COc1ccc(-c2cccc(C(=O)Nc3ccc(C)cc3)c2)cc1	-6.2%	8
46	O=c1oc2cc(S(=O)(=O)NCCCO)ccc2c2ccc(S(=O)(=O)NCCCO)cc12	0.5%	4
47	NC(=O)c1cc2ccncc2c2ccccc12	-5.7%	-11
48	N/C(CC(=O)NC1CCCCC1)=N\OCC(=O)Nc1ccc(Cl)c(Cl)c1	0.0%	-8
49	Cc1ccc(NC(=O)Cn2nnc3ccccc32)c(C)c1	-1.8%	11
50	Cc1cnn(CCC(=O)NNC(=S)NCC(C)C)c1	6.4%	10
51	Cc1ccc(-n2c(SCC(=O)NCc3ccco3)nc3sc4c(c3c2=O)CC(C)(C)SC4)cc1	1.4%	-8
52	Cc1ccc2nc(C)c(C(=O)O)cc2c1	3.0%	-10
53	CCC(=NC(CC)CO)C1=C(O)CC(C)(C)CC1=O (stereo unspecified)	-1.8%	12
54	CC(C)NS(=O)(=O)c1ccc2c(c1)oc(=O)n2C	-1.0%	0
55	Cc1cnc(NC(=O)c2c(O)c3cccc4c3n(c2=O)CCC4)s1	-0.1%	0
56	C#CCSc1nnc(-c2ccc([N+](=O)[O-])cc2)o1	0.3%	21
57	Cn1cccc1/C=N/n1cnnc1	1.3%	-3
58	CCOC(=O)C(CC)(CC)C(=O)/C=C/c1ccc(OC)cc1	-1.8%	31
59	CCOc1ccccc1NC(=O)CC1SC(=N)N(c2ccccc2)C1=O (stereo unspecified)	4.5%	-10
60	Cc1ccc(NC(=O)N2CCCN(Cc3ccc(F)cc3)C2)cc1C	-8.2%	3

Filtered by structure: those above with an aryl methoxy group (seven)
cpd	SMILES	GlmU inhibition	Mtb RmlCD inh
20	CCCn1c(SCC(=O)N2N=C3/C(=C/c4ccc(OC)cc4)CCCC3C2c2ccc(OC)cc2)n[nH]c1=O (stereo unspecified)	0.1%	-1
24	COCCN(C(=O)CSc1nnc(-c2cccc(OC)c2)n1C)c1c(N)n(Cc2ccccc2)c(=O)[nH]c1=O	-2.1%	2
31	COc1cc2nc(C)sc2cc1SC	4.0%	.
34	COc1cc(C2Nc3ccccc3C(=O)N2c2ccc(Cl)cc2)c(Cl)cc1OCC(=O)O (stereo unspecified)	4.1%	-10
44	COc1cc(C2Nc3cccc4cccc(c34)N2)ccc1OC(C)=O	3.2%	.
45	COc1ccc(-c2cccc(C(=O)Nc3ccc(C)cc3)c2)cc1	-6.2%	8
58	CCOC(=O)C(CC)(CC)C(=O)/C=C/c1ccc(OC)cc1	-1.8%	31

The results go on.
cpd	SMILES	GlmU inhibition	Mtb RmlCD inh
61	COc1ccc(N=C2C(=O)N3CCCc4cccc2c43)cc1	2.9%	2
62	Cc1c(Cc2ccc3c(c2)OCO3)sc(NC(=O)c2cccc3ccccc23)c1C(N)=O	-5.1%	.
63	C=CC[n+]1c(-c2ccc(C)cc2)csc1Nc1c(C)n(C)n(-c2ccccc2)c1=O	-3.0%	10
64	CC1=C(C(=O)N(C)C)C(c2ccccc2OC(F)F)NC(=O)N1 (stereo unspecified)	1.0%	.
65	CC(C)(C)n1ncc2c(=O)n(CC(=O)N3CCN(c4ccccc4)CC3)cnc21	-1.4%	-7
66	COc1cc2c(cc1OC)CN(CC(=O)NC(=O)NC1CCCCC1)CC2	-1.6%	13
67	COc1ccc(-c2[nH]ncc2CN2CCC(c3ccncc3)CC2)cc1F	-6.1%	41
68	N=c1c2ccccc2nnn1-c1cccc(C(F)(F)F)c1	1.6%	-11
69	C=CCc1ccc(OCCOc2cccc3cccnc23)c(OC)c1	-2.3%	4
70	Cc1cccc(C(=O)NC2CCN(C(=O)Nc3ccccc3C)CC2)c1	1.3%	15
71	O=C1C2C(c3ccccc3)CC=CC2[C@H](c2cccc([N+](=O)[O-])c2)N1Cc1ccccc1 (stereo partly specified)	3.7%	.
72	Cc1cc(C)cc(NC(=O)Oc2ccccc2N2CCCCC2)c1	0.5%	4
73	OCCCNc1nc(-c2ccc(Br)cc2)nnc1-c1ccc(Cl)cc1	2.7%	5
74	CC(NS(=O)(=O)c1ccc(Br)cc1)C(=O)NCc1ccco1 (stereo unspecified)	-5.0%	-3
75	CC(OC(=O)c1ccc2ncsc2c1)C(=O)N1CCCC1 (stereo unspecified)	-0.3%	6
76	Cc1ccc(C(=O)Nc2cc(Cl)ccc2Oc2ccccc2)cc1[N+](=O)[O-]	7.7%	10
77	COCCN1C(=O)N(C)[C@@H](c2ccccc2)C(C(C)=O)=C1C	-0.1%	.
78	COCCN1C(=O)N[C@@H](c2ccc(Br)cc2)C(C(C)=O)=C1C	1.6%	.
79	CCCCn1nnnc1SCC(=O)NCc1ccccc1	3.2%	-3
80	Cc1ccc(C(=O)N2C(=O)c3cccc(N)c3C2=O)o1	.	3
81	CC(C)N(C(=O)CSc1nnc(CSc2ncccn2)n1C)C(C)C	-0.5%	-7
82	Cc1c(Cl)c([N+](=O)[O-])nn1CCCC(=O)Nc1sc2c(c1C#N)CCC2	2.7%	-8
83	CC(C)n1c(SCC(=O)Nc2ccccc2N2CCOCC2)nc2c1c(=O)n(C)c(=O)n2C	3.5%	.
84	Cc1ccc(C(=O)NC(=S)N2CCN(C(=O)OC(C)(C)C)CC2)cc1Br	0.5%	2
85	CN(C)c1ccc(C(CC(=O)O)NC(=O)c2ccc(Cl)cc2)cc1 (stereo unspecified)	-5.7%	.
86	CC(C)CCNC(=O)C1CC2Cn3c(nc4cc(Cl)c(Cl)cc43)C2N1C (stereo unspecified)	0.4%	.
87	C/C(=N/OCO/N=C(/C)c1ccc(F)cc1)c1ccc(F)cc1	3.4%	9
88	Cc1ccc(CC(=O)Nc2cccc(C#N)c2)cc1	8.4%	-35
89	Cc1ccccc1OCc1nc2c3cnn(C)c3ncn2n1	-0.5%	15
90	CCOC(=O)CNC(=O)CN1C(=O)CCSc2ccccc21	6.3%	5

More entries.
#	Structure	GlmU inhibition	Mtb RmlCD inh
91	O=C(O)C(Cc1ccccc1)N=Cc1c(O)c2ccccc2oc1=O (stereo unspecified)	3.6%	9
92	CSc1nc(Oc2ccc(=O)n(C)n2)nc(N(C)C)n1	1.2%	.
93	CCN(CC)S(=O)(=O)c1ccc(NN=c2c(=O)c3ccccc3c2=O)cc1	0.6%	2
94	CC(C)C(=O)Nc1c2c(nc3c1CCC3)CCCC2	1.6%	.
95	Cc1ccccc1-c1ccc(=O)n(CC(=O)Nc2ccc(C(=O)N3CCCC3)cc2)n1	4.0%	.
96	COc1ccccc1CNc1ccc(C(=O)O)cc1	2.3%	-4
97	Cc1cc(OCC(=O)O/N=C(\N)Cc2cccs2)ccc1Br	-0.5%	14
98	O=C(Nc1ccccc1)C(=O)c1cn(CC(=O)N2CCCCC2)c2ccccc12	-0.8%	3
99	Cc1ccc(N/C(N)=N/c2nc(C)cc(N3CCCCC3)n2)c(C)c1	-4.0%	-12
100	COC(=O)c1cccc(NC(=O)C23CC4CC(C2)CC(n2cncn2)(C4)C3)c1	-4.8%	.
101	COc1ccccc1-c1nc2s/c(=C\c3cccs3)c(=O)n2n1	1.0%	3
102	O=C(COC(=O)Cn1cnc2ccccc2c1=O)Nc1ccc(Cl)cc1	2.3%	-3

Additional structures
#	Structure	GlmU inhibition	Mtb RmlCD inh
103	COc1ccc(N(CC(=O)N/N=C/c2ccc(-c3ccc([N+](=O)[O-])cc3)o2)S(=O)(=O)c2ccc(C)cc2)cc1Cl	3.0%	11
104	O=C(N/N=C\C=C\c1ccco1)C1COc2ccccc2O1 (stereo unspecified)	-2.5%	5
105	COc1ccc(C2C(C(=O)Nc3cc(OC)c(OC)c(OC)c3)c3ccccc3C(=O)N2C)cc1 (stereo unspecified)	1.8%	65
106	CC(C)C[C@H](N)c1cn([C@@H](Cc2cc3ccccc3[nH]2)C(=O)N2CCNCC2)nn1	-3.5%	.
107	CCN(CC)C(=O)CSc1ccc(C(F)(F)F)cc1[N+](=O)[O-]	1.4%	-9
108	Cc1ccc(NC(=O)CSc2nc3c([nH]c4ccccc43)c(=O)n2C)cc1	-3.3%	-9
109	CN(C)c1cccc2c1c(NC(=O)c1ccc(F)cc1)nn2C	-0.4%	5
110	Cc1cc(OCCN2CCCCCC2)ccc1[N+](=O)[O-]	-13%	16
111	CSC(=NC#N)N1CCN(c2ccccc2)CC1	-1.8%	-1
112	CCC(CCC(=O)NNC(=O)Cc1ccc([N+](=O)[O-])cc1)C(=O)O (stereo unspecified)	1.1%	.
113	COc1ccc(-c2[nH]ncc2CNCCCSC)cc1F	-7.0%	2
114	Fc1ccc(NCc2cccnc2)cc1F	-1.1%	9

Complete entries from above. Order of screens: GlmU inhibition	Mtb RmlCD inh
Entry for `CCC(CCC(=O)NNC(=O)Cc1ccc([N+](=O)[O-])cc1)C(=O)O` (stereo unspecified) → 1.1%	.
Entry for `CCN(CC)C(=O)CSc1ccc(C(F)(F)F)cc1[N+](=O)[O-]` → 1.4%	-9
Entry for `Cc1cc(OCCN2CCCCCC2)ccc1[N+](=O)[O-]` → -13%	16
Entry for `CSC(=NC#N)N1CCN(c2ccccc2)CC1` → -1.8%	-1

Source: PubChem BioAssay
